ALOX12 inh: blocks human arachidonate 12S-lipoxygenase; 580,000 compounds, 1.1% hits; AID 1671190; purified 12hLO, xylenol orange hydroperoxide absorbance; Potency, µM (highest dose often 108 µM), without a hit: top-dose activity change, negative = inhibition, hits mostly inhibitors; further: on the % scale 0 is the no-effect control and ±100 the full control effect
Target sequence (P18054 whole entry, looked up): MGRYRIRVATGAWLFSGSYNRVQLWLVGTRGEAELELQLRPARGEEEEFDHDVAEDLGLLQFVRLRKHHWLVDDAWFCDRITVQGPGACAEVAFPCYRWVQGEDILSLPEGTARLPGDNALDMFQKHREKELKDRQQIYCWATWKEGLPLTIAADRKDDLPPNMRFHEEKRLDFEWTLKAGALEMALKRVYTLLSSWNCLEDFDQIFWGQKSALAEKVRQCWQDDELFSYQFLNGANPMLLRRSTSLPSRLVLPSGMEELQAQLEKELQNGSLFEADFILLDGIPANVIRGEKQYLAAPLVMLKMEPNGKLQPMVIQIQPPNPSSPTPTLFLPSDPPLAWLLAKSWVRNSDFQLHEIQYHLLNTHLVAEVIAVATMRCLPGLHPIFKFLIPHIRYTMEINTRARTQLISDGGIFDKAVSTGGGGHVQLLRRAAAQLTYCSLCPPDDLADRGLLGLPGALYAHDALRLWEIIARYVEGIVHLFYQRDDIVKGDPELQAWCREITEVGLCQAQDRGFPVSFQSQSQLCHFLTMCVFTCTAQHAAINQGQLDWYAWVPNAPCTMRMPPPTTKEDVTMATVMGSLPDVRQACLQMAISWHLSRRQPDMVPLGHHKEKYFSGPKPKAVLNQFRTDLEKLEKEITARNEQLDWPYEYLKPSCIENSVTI
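Purified human 12hLO at 150 nM in 25 mM Hepes, 0.01% Triton X-100, pH 7.0, preincubated 15 min at room temperature with compound. Reaction started with 40 uM arachidonic acid, 30 min at room temperature. Hydroperoxide measured by Fe-xylenol orange, 573/405 nm absorbance ratio.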
rTrxR1 inhibitor: rat TrxR1 inhibition; O89049; 390,000 compounds, 1% hits; recombinant rTrxR1, NADPH fluorescence consumption, selenite substrate; Potency, µM (doses to about 114 µM), for inactives: top-dose activity change, negative = inhibition, usual class: inhibitors; AID 588453; further: on the % scale 0 is the no-effect control and ±100 the full control effect; nearly all actives have a fitted effect of over 65% in size
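Rat TrxR1 (90 nM in the dispensed reagent) was pre-reduced with 400 uM NADPH for 5 min at room temperature, then incubated with compound for 15 min. After 400 uM selenite was added, NADPH fluorescence (Ex 340/Em 450 nm) was followed for 8 min.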
USP1 inh: inhibitors of human USP1/UAF1 deubiquitinase. O94782. recombinant USP1/UAF1, Ub-Rhodamine cleavage fluorescence. Potency, µM (top dose mostly 57.1 µM), inactives show at the highest dose activity change, negative = inhibition, usual class: inhibitors. 390,000 compounds, 0.23% hits. AID 743255; further: on the % scale 0 is the no-effect control and ±100 the full control effect; nearly all actives have a fitted effect of over 60% in size; inactives centre near -12
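USP1/UAF1 complex at 1 nM was preincubated with compound for 15 min at room temperature, then Ub-Rho substrate (150nM final) was added. Fluorescence (480/540 nm) was read kinetically, 6 reads every 60 seconds.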
RXFP1 agonist: agonists of human relaxin receptor RXFP1; HEK293T-RXFP1 cAMP TR-FRET, 30 min; response scale: percent of porcine relaxin response, buffer zero; 370,000 compounds, 0.3% hits; Potency, µM (doses to about 57.5 µM), without a hit: top-dose activation, usual class: activators; AID 2676; further: on the % scale 0 is the no-effect control and ±100 the full control effect; nearly all actives have a fitted effect of over 60% in size; many of its hits are not listed in these tables
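HEK293 cells stably expressing RXFP1, treated 30 min at 37C with compounds plus PDE4 inhibitor Ro 20174; cAMP measured by HTRF TR-FRET. Normalized to buffer and 29 nM porcine relaxin; EC50 by Hill fit.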
Vif-APOBEC3F blk: blocks the Vif interaction with APOBEC3F; HeLa A3F-eYFP + Vif (tagged APOBEC3F with the HIV-1 protein that degrades it), YFP fluorescence increase; Potency, µM (top dose mostly 46.1 µM), for the others: at the top dose activity, negative = active; 390,000 compounds, 0.2% hits; further: % of control where 0% means no effect; nearly all actives have a fitted effect of over 65% in size
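Fluorescence increase (Ex 488/Em 500-530) after overnight compound treatment at 37 deg C flags inhibition of Vif-driven A3F-eYFP loss in stable HeLa A3F-eYFP/Vif cells seeded overnight beforehand.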
RGS4 inh: blocks human RGS4-accelerated GTP hydrolysis | P49798 | Transcreener GDP fluorescence polarization, RGS4-accelerated GTP hydrolysis | Potency, µM (highest dose often 114 µM), inactives show at the top dose activity change, negative = inhibition, most hits filed as inhibitors | 390,000 compounds, 0.039% hits; further: on the % scale 0 is the no-effect control and ±100 the full control effect; nearly all actives have a fitted effect of over 75% in size; some results filed as inactive show a strong effect at the top dose
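MLSMR compounds (23 nl, pin-transferred) preincubated 10 min at room temperature with a 500nM (2x) first reagent, then RGS4 at 900nM (2x) plus Transcreener GDP mix added; fluorescence polarization (620/688 nm) read before and after 90 min at 30 °C.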
mIDH1 inhibitor: blocks human mutant IDH1 R132H enzyme. IDH1-R132H enzyme, NADPH consumption, diaphorase/resazurin fluorescence. Potency, µM (highest dose often 76.6 µM), inactives show at the top dose activity change, negative = inhibition, usual class: inhibitors. 390,000 compounds, 0.093% hits; further: on the % scale 0 is the no-effect control and ±100 the full control effect; nearly all actives have a fitted effect of over 65% in size
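IDH1-R132H (0.5 ug/mL) preincubated 30 min with compound, then NADPH (0.016 mM) and alpha-KG (2 mM) added; 80 min at RT, pH 7.5. Remaining NADPH coupled via diaphorase/resazurin to fluorescence (540/590 nm); concentration-response curves normalized to no-enzyme control.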
Vif-APOBEC3G blk: Vif-A3G binding inhibition. 410,000 compounds, 0.076% hits. Potency, µM (titrated, usually from 46.1 µM), without a hit: at the top dose activity, negative = active, most hits filed as inhibitors. HeLa A3G-eYFP + Vif (tagged APOBEC3G with the HIV-1 protein that degrades it), YFP fluorescence, overnight. Q9HC16;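 further: on the % scale 0 is the no-effect control and ±100 the full control effect; nearly all actives have a fitted effect of over 60% in size; hits raise eYFP signal because A3G escapes Vif-driven loss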
Target sequence (Q9HC16 whole entry, looked up): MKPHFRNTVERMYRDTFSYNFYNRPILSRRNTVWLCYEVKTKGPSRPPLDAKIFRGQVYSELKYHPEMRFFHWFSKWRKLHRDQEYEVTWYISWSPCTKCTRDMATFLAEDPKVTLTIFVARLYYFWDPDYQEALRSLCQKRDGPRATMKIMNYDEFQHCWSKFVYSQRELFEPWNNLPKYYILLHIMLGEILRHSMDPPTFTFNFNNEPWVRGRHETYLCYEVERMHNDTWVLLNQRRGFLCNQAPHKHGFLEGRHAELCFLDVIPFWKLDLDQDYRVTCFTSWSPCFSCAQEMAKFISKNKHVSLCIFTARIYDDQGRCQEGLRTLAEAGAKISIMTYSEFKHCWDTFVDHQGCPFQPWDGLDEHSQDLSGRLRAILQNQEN
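HeLa cells stably expressing Vif and C-terminally eYFP-tagged A3G, seeded overnight at 37 deg C, then exposed to compound by pintool overnight at 37 deg C. Rise in yellow fluorescence (Ex 488/Em 500-530, Acumen) marks blocked Vif-driven A3G degradation.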
TrxR1 substrate: is turned over as a substrate by rat TrxR1 | purified TrxR1 substrate turnover, NADPH consumption readout | O89049 | Potency, µM (highest dose often 114 µM), for inactives: at the highest dose activity change, negative = substrate turnover | 390,000 compounds, 0.01% hits; further: on the % scale 0 is the no-effect control and ±100 the full control effect; nearly all actives have a fitted effect of over 50% in size
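Rat TrxR1, dispensed at 90 nM, was prereduced with 400 uM NADPH (final) for 5 min at ~22 deg C, then incubated with compound 15 min before 400 uM selenite. A first-read NADPH fluorescence drop versus no-compound background flagged substrates.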
Active calls of the source: *; ? = inconclusive; nt = no result given; [ ] = remark or other dose. The call rests on the fitted dose curve; in most records, active means well fitted curve in the direction sought with a large enough effect; inconclusive means small, poorly fitted or top-dose-only effect, or another doubt; inactive means no such curve, though single readings can be large; an effect the other way counts as inactive or inconclusive. Potency means the concentration at half of the fitted maximal effect. The list is partial; rates above refer to the full screens.

SMILES	ALOX12 inh	rTrxR1 inhibitor	USP1 inh	RXFP1 agonist	Vif-APOBEC3F blk	RGS4 inh	mIDH1 inhibitor	Vif-APOBEC3G blk	TrxR1 substrate
Cc1ccc(N2CCN(C(=O)C3CCN(S(=O)(=O)c4cccc5nsnc45)CC3)CC2C)cc1 (stereo not given)	-8%	6%	-18%	nt	3%	24%	-1%	1%	1%
CCn1c(SCC(=O)N2CCCC(C)C2)nc2c1c(=O)n(C)c(=O)n2C (stereo not given)	-10%	12%	-19%	-0.2%	-17%	12%	3%	5%	4%
O=C(NCc1ccccc1)c1cc(-c2ccncc2)nc2ccccc12	?	3%	-27%	-0.1%	-2%	16%	-6%	2%	-11%[57.1 µM]
CN1C2CCC1/C(=C/c1cccn1C)C(=O)/C2=C\c1cccn1C	?	-36%	28µM*	-2.3%	22µM*	8%	8%	?	-2%[57.1 µM]
COCCCNC(=O)C(C#N)c1nc2ccccc2nc1N1CCN(Cc2ccccc2)CC1 (stereo not given)	?	-6%	-8%	4.1%	-30%	2%	4%	-16%	-8%
Cc1ccccc1C(=O)NC1(C(F)(F)F)N=C(c2ccccc2)N(Cc2ccccc2)C1=O (stereo not given)	-25%	5%	?	-1.0%	8%	24%	-3%	-2%	-13%
CCOC(=O)c1ccc(NC(=O)C2=C(C)C(=O)OC23CCCCCC3)cc1	-25%	8%	-14%	0.8%	-3%	2%	-4%	3%	1%
CCC(CC)C(=O)Nc1nnc(S(=O)(=O)N(C)c2cc(C)cc(C)c2)s1	-13%	10%	-22%	-1.1%	-6%	25%	6%	7%	10%[11.4 µM]
Nc1nn(-c2ccccc2)nc1C(=O)OCc1c(F)cccc1Cl	-17%	116%[activator]	-17%	4.3%	-1%	-10%	15%	-4%	106%[activator]
CSc1ncc(Cl)c(C(=O)Nc2c(C)cccc2C)n1	28%	12%	-12%	7.5%	-7%	-2%	-10%	0%	1%
CN(C)C(CNC(=O)c1cc(S(=O)(=O)N(C)c2ccc(F)cc2)ccc1Cl)c1ccco1 (stereo not given)	0%	-17%	-9%	0.6%	-1%	-21%	9%	0%	0%
O=C(OCc1nnc(-c2ccccc2)o1)c1cccc(-n2cnnn2)c1	8%	7%	-3%	-0.1%	-1%	8%	-8%	0%	0%
Cc1cccc(-c2nnc3n2N=C(c2ccccc2Br)CS3)c1	0%	19%[11.4 µM]	-7%	0.2%	5%	2%	-6%	0%	5%[57.1 µM]
CC(=O)n1nc(-c2ccncc2)nc1SCC(=O)Nc1cccc(Cl)c1	-52%	?	-18%	4.3%	1%	-5%	0%	1%	0%
CC(C)=NNc1nc2sc3c(c2c(=O)[nH]1)CC(C)(C)OC3	-1%	9%[57.1 µM]	-31%	3.8%	0%	-20%	7%	-1%	9%[57.1 µM]
COC(=O)c1cccnc1-n1c(=O)c2cccnc2n(Cc2cccc(C(F)(F)F)c2)c1=O	5%	4%	-23%	1.2%	1%	8%	-5%	-1%	-5%
Cc1ccc2cc(NC(=O)CC(CC(=O)O)c3ccccc3)ccc2n1 (stereo not given)	25%	13%	-13%	1.8%	?	-39%	-3%	0%	25%
N#CC1(NC(=O)COC(=O)CCCN=C2NS(=O)(=O)c3ccccc32)CCCCC1	0%	13%	-8%	2.0%	-38%	-19%	-5%	0%	2%
COc1ccc(-n2c(NNC(C)=O)nc3sc4c(c3c2=O)CCCC4)cc1	26%	24%	-7%	2.2%	0%	12%	-9%	5%	2%
Cc1cc(Cl)ccc1OCC(=O)N(Cc1ccco1)Cc1ccco1	-17%	24%	-28%	-1.3%	-3%	17%	0%	0%	-1%
Cc1nc(-c2ccc(Cl)cc2)sc1CCNC(=O)C(=O)Nc1ccc2c(c1)OCO2	-28%	18%[57.1 µM]	?	4.3%	-5%	-9%	-8%	0%	9%[57.1 µM]
COc1ccc(CNC(=S)Nc2ccc(Br)cc2)cc1	?	20%[57.1 µM]	-10%	-0.4%	-14%	4%	4%	1%	4%[57.1 µM]
CC(=O)Nc1cccc(NC(=O)/C=C/c2ccc(S(=O)(=O)N3CCOCC3)cc2)c1	-30%	-5%[57.1 µM]	-3%	nt	1%	24%	0%	1%	-4%[57.1 µM]
O=c1cc(-c2ccc(O)c(O)c2)oc2ccc3ccccc3c12	?	-2%	-5%	-0.4%	?	-13%	6%	-5%	-5%
Cc1cccc(OCCNc2ccc(C(F)(F)F)cc2[N+](=O)[O-])c1	-22%	11%[57.1 µM]	-13%	0.3%	?	-18%	0%	2%	-7%[57.1 µM]
Cc1cc(NC(=O)c2noc3c2CCCC3)nn1Cc1ccc(Cl)cc1	-5%	30%	-21%	2.7%	-1%	7%	-7%	1%	-2%
COc1ccc(C2C(C(=O)N3CCN(c4ccccn4)CC3)CCC(=O)N2c2cc(OC)c(OC)c(OC)c2)cc1 (stereo not given)	2%	15%	-17%	-0.7%	-3%	-12%	-7%	-4%	14%
Cc1cccnc1Nc1nc(-c2ccc(O)cc2)cs1	?	2%	-20%	1.8%	-2%	?	2%	0%	-10%
N#Cc1cc([N+](=O)[O-])ccc1Oc1cccc(/C=N/NC(=O)c2cccc(Cl)c2)c1	nt	2%	-5%	2.6%	nt	?	19%	-19%	-4%
CCC(CO)Oc1cc(NCc2ccc(OC)cc2)c2ncn(C(C)C)c2c1 (stereo not given)	-9%	-3%[57.1 µM]	?	-0.8%	4%	5%	?	5%	8%[57.1 µM]
CC(C)NC(=O)CSc1ccccc1C(=O)NCc1ccc2c(c1)OCO2	32%[activator]	11%[57.1 µM]	-6%	-1.1%	2%	2%	-6%	-1%	6%[57.1 µM]
CCC(C)(C)n1nnnc1C(c1cc2ccc(OC)cc2[nH]c1=O)N1CCc2ccccc21 (stereo not given)	?	6%	-17%	1.0%	-14%	-6%	-1%	1%	-2%
CCOc1ccc(Nc2nc(Cl)nc(N3CCN(c4ccc(OC)cc4)CC3)n2)cc1	-18%	-19%	-5%	-0.4%	-1%	-2%	4%	0%	-13%
COc1ccc(NC(=O)C2CCN(S(=O)(=O)c3c(C)noc3/C=C/c3cccs3)CC2)cc1Cl	-10%	27%	-6%	2.3%	0%	-28%	-18%	-3%	-2%
COc1ccc(-c2nnn3c2nc(NCc2ccc(C)cc2)c2ccccc23)cc1	-3%	10%	-19%	?	6%	6%	-8%	3%	0%
N=c1c2c3c(sc2ncn1CCN1CCOCC1)CCCCC3	33%[activator]	-2%	-19%	-0.9%	0%	16%	14%	-3%	1%
Cn1nccc1C(=O)Oc1cccc(/C=N/NC(=O)c2ccccc2O)c1	-15%	-8%	-3%	4.0%	-4%	8%	2%	-5%	-9%
N#C/C(=C\c1ccc(-c2ccc(C(=O)O)cc2)o1)C(=O)Nc1ccccc1C(=O)O	?	?	-16%	2.3%	3%	-8%	2%	3%	-2%
Cc1ccc(-n2ncc3c(=O)n(CC(=O)NC4CCCC4)cnc32)cc1C	7%	17%	-18%	0.0%	1%	-19%	2%	-1%	6%
O=C(c1ccc(COc2ccc(F)cc2)o1)n1cc(Br)cn1	?	-18%	-3%	-0.4%	11%	-35%	3%	1%	4%
Cc1ccc2ccc(C3C(=O)c4ccccc4C3=O)nc2c1	-15%[57.4 µM]	32%[57.1 µM]	2%	nt	-12%	11%	1%	2%	8%[57.1 µM]
Cc1cccc(C(=O)N/C(=C\c2ccc(C)o2)C(=O)O)c1	1%	4%	-6%	0.9%	1%	-7%	-12%	0%	-12%
O=C(CSc1nnc(-c2ccc(F)cc2)o1)c1ccc2c(c1)OCCO2	12%	25%[57.1 µM]	5%	4.1%	-4%	-7%	11%	4%	6%[57.1 µM]
C=CCNC(=S)N1CCN(c2ncc(C(F)(F)F)cc2Cl)CC1	?	8%	?	-1.8%	8%	7%	11%	0%	6%
O=[N+]([O-])c1cc(Cl)c2cccnc2c1O	?	-6%[57.1 µM]	-29%	-0.5%	?	2%	4%	1%	-9%[57.1 µM]
O=C(Nc1ccc2oc(-c3cccnc3)nc2c1)c1ccc2c(c1)OCCO2	-22%	-19%	-18%	-2.9%	4%	?	-8%	-4%	-7%
CCN(Cc1ccccc1)S(=O)(=O)c1c(C)[nH]c(C)c1C(=O)N1CCCCC1	46%[activator]	16%	-14%	2.8%	-1%	7%[11.4 µM]	-3%	0%	3%

Three compounds already listed, arranged by SMILES length, rising.
SMILES	ALOX12 inh	rTrxR1 inhibitor	USP1 inh	RXFP1 agonist	Vif-APOBEC3F blk	RGS4 inh	mIDH1 inhibitor	Vif-APOBEC3G blk	TrxR1 substrate
CC(=O)Nc1cccc(NC(=O)/C=C/c2ccc(S(=O)(=O)N3CCOCC3)cc2)c1	-30%	-5%[57.1 µM]	-3%	nt	1%	24%	0%	1%	-4%[57.1 µM]
N#Cc1cc([N+](=O)[O-])ccc1Oc1cccc(/C=N/NC(=O)c2cccc(Cl)c2)c1	nt	2%	-5%	2.6%	nt	?	19%	-19%	-4%
COc1ccc(C2C(C(=O)N3CCN(c4ccccn4)CC3)CCC(=O)N2c2cc(OC)c(OC)c(OC)c2)cc1 (stereo not given)	2%	15%	-17%	-0.7%	-3%	-12%	-7%	-4%	14%

High-throughput results from PubChem BioAssay.
